Platelet DG rel = modulates dense granule release in human platelets. human platelet-rich plasma, SFLLRN dense granule ATP release, luminescence. AID 1663. 300,000 tested, 0.22% active. inhibition, %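 (compounds screened at 7.5 µM in platelet-rich plasma)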;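 active = mean replicate score, as percent of positive control, at or above 50; inconclusive = mean below 50 but at least one replicate at or above 50; inactive = mean and every replicate below 50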
IEC-6 tox = kills IEC-6 intestinal cells in KLF5 counter-screen; IEC-6 cytotoxicity, luminescence viability; inhibition, % at 5 µM; 290,000 tested, 0.78% active; AID 1825; in the data active = inhibition above about 22%;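 also: 0% = plate median of test compound wells and 100% = cytotoxic reference compound wells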
HSF1 inh = HSF1 inhibition; NIH3T3-HGL HSE-luciferase, MG132-induced, luminescence 8 h; stronger effect = lower value; activity change, negative = inhibition, % at 7.5 µM (by protocol); 300,000 tested, 0.77% active; AID 2098;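 active = more than half of replicate wells show activity change below -50%, luminescence cut by over half; inconclusive = some wells, but at most half, below -50%; inactive = no replicate well below -50%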;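 also: luciferase reports HSF-1 transcriptional activity via heat shock element; 0% = median of DMSO wells and -100% = zero luminescence signal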
GSK3A inh = blocks human GSK-3 alpha kinase; P49840; ADP-Glo luminescence, 60 min; inhibition, % at 10 µM; 320,000 tested, 0.1% active;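 in the data active = inhibition above about 50%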;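 also: GST-tagged GSK-3 alpha with peptide substrate and 25 µM ATP; 0% = DMSO neutral wells and 100% = GW8510 positive control wells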
Target sequence (P49840 whole entry, looked up): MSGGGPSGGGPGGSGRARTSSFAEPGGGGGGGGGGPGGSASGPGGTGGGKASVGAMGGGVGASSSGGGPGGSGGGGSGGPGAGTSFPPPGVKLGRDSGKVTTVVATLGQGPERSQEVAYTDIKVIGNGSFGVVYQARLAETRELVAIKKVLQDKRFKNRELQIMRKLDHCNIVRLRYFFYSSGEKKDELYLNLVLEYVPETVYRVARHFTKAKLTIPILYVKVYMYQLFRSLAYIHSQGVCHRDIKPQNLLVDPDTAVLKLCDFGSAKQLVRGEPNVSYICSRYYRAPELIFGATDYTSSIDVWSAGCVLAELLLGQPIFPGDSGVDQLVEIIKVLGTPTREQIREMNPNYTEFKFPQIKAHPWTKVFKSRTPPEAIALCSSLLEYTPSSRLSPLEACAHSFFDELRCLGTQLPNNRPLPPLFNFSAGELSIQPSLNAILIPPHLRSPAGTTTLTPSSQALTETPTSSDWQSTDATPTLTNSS
GSK3beta inhib = human GSK3beta kinase inhibition; GST-GSK3beta kinase, ADP-Glo luminescence, 60 min; stronger effect = lower value; 300,000 tested, 0.038% active; activity score (negative = inhibition), % at 10 µM;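 active = more than half of replicate wells score below -50%, meaning over 50% inhibition versus plate controls; inconclusive = some replicates but at most half score below -50%; inactive = no replicate scores below -50%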;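 also: 0% = median DMSO wells and -100% = median GW8510 positive control wells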
Target sequence (P49841 whole entry, looked up): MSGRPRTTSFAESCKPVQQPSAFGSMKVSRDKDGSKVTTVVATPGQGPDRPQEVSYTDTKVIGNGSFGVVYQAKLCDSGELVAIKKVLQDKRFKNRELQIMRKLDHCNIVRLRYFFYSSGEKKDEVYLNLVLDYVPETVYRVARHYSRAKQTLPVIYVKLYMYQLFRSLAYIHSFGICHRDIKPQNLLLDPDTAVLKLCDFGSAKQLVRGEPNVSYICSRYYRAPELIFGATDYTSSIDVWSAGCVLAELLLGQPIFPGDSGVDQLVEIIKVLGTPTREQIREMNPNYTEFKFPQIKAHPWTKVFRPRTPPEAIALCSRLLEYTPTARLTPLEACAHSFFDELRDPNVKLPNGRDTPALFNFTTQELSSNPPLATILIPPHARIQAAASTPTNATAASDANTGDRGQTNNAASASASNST
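Assay system: GST-fused GSK3beta enzyme, cell-free / Medium: Tris pH 7.5 buffer with MgCl2, DTT, BSA, heparin / Also added: peptide substrate plus 25 µM ATP (final) / Compound: 10 µM single point / Timing: kinase reaction with compound 60 min at room temperature / Detection: ADP-Glo luminescence / Benchmarks: DMSO neutral wells and GW8510 at 20 µM as positive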
HSF1 activator = increases HSF-1 driven luciferase reporter signal; activation, % at 9 µM; NIH3T3-HGL HSF-1 luciferase reporter, MG132, 8 h; 100% = twice DMSO control signal; AID 504408; 300,000 tested, 1.7% active;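 active = mean replicate activation of at least 50% with a set share of replicates each reaching 50%; inconclusive = only one of those two conditions met; inactive = mean below 50% and too few replicates reaching it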;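 also: 0% = median of the neutral control wells and 100% = twice that signal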
aSyn 5UTR inh = MLPCN primary screen, SNCA 5' untranslated region | AID 1813 | inhibition, % (tested at 7.5 µM) | alpha-synuclein 5'UTR reporter, inhibitor activity | 300,000 tested, 0.82% active; in the data active = inhibition above about 60%; inconclusive = no clear call, values can overlap the other calls;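 also: H4 neuroglioblastoma cells stably carrying SNCA 5'UTR luciferase fusion; 0% = DMSO wells and 100% = positive control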
Dyrk1A ADPGlo = Dyrk1A (rat) kinase inhibition; 310,000 tested, 0.43% active; ADP-Glo luminescence, NFATc1 peptide; inhibition, % at 12.5 µM; in the data active = inhibition above about 50%;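 also: plate controls were vehicle with enzyme for no effect and no enzyme for full effect; many of its hits are not listed in these tables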
HSP90 refold inh = inhibitors of HSP90 luciferase refolding in rabbit reticulocyte lysate; luciferase refolding luminescence, 3 h; AID 1789; 290,000 tested, 0.91% active; inhibition, % at 5.6 µM;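 active = inhibition above the screen-wide mean plus 3 SD, computed separately per campaign, cut at about 16% in these data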;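 also: 0% = DMSO wells and 100% = 60 µM geldanamycin wells; inhibitors lower the luminescence because luciferase stays unfolded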
KLF5 inh = inhibitors of KLF5 expression | DLD-1 KLF5 promoter-luciferase reporter, luminescence | inhibition, % at 5 µM | 290,000 tested, 0.23% active;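 active = inhibition above a per-plate limit of that plate's mean compound inhibition plus 3 SD, cut at about 60% in these data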;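 also: 0% = DMSO wells and 100% = LY294002 at 200 µM; higher means less KLF5 promoter-driven luciferase light; inactives centre near -14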
Active calls of the source: *; ? = inconclusive; nt = no result given.

SMILES	Platelet DG rel	IEC-6 tox	HSF1 inh	GSK3A inh	GSK3beta inhib	HSF1 activator	aSyn 5UTR inh	Dyrk1A ADPGlo	HSP90 refold inh	KLF5 inh
Cc1ccc(C(=O)N2CCCC(Nc3ccc(C)c(C)c3)C2)c(=O)[nH]1 (stereo not drawn)	-3	-3	2	2	0	-10	5	1	-2	-27
CC(C)Cc1ccc(/C(=N/O)C(=O)O)s1	-26	-4	-14	-3	1	-19	1	1	-1	-12
Cc1ccc(Sc2ccc(C(=O)NC(C)C)cc2[N+](=O)[O-])cc1	4	-3	4	-1	0	2	32	-4	0	-5
COc1ccc(CN2CN(S(=O)(=O)c3ccccc3)c3nc4ccccc4nc32)cc1	3	-6	11	-2	-1	21	-5	0	-5	-96
CCOC(=O)c1cnn(-c2ccccc2)c1-n1cccc1C(=O)C(=O)N(CC)CC	4	0	3	-1	0	5	1	2	2	-5
O=C(Nc1ccc(C2=NCCN2)cc1)c1ccc(Cl)c(C(=O)Nc2ccc(C3=NCCN3)cc2)c1	-5	-4	-6	2	-21	7	-1	nt	1	1
C=CCOC(=O)C1=C(C)N=C2SCCC(=O)N2C1/C=C/c1ccccc1OC (stereo not drawn)	-2	2	36	-3	-3	?	-6	0	-1	0
O=C(c1ccccc1F)N1CCN(c2ccc([N+](=O)[O-])c(NCc3cccnc3)c2)CC1	-2	-4	15	1	-1	9	25	nt	-1	14
COc1ccc(CCNC(=O)CSc2nc3[nH]ncc3c(=O)n2-c2ccccc2Br)cc1OC	1	-6	2	14	-29	-8	4	2	0	-25
CC1CCc2sc(C(=O)OCC(=O)NCc3ccc(F)cc3)cc2C1 (stereo not drawn)	1	1	-11	-2	-1	-15	-23	7	3	14
COC(=O)c1ccc(CSc2ncnc3c2nnn3-c2ccc(F)cc2)o1	-6	5	nt	-4	-2	nt	8	5	3	-35
CCOc1cc2[nH]c(=O)n(CCC(=O)NCc3ccc(OC)cc3)c(=O)c2cc1OCC	10	0	-5	2	3	22	8	7	0	-33
CS(=O)(=O)N(CC(=O)N1CCN(c2ccccc2F)CC1)C1CCCCC1	10	3	-3	-1	0	8	11	-3	-2	-30
NS(=O)(=O)c1ccc(Sc2ccccn2)c([N+](=O)[O-])c1	-1	2	-2	-1	1	-1	-9	-10	1	-15
CN1C(=O)CC(N2CCN(Cc3ccc(Cl)cc3)CC2)C1=O (stereo not drawn)	nt	-7	-9	-1	-1	-5	-23	27	1	-34
Cc1ccc(CN2CCNC(=O)C2CC(=O)NCCCn2ncc3ccccc32)o1 (stereo not drawn)	nt	-5	nt	nt	nt	nt	nt	-1	1	-19
c1ccc2[nH]c(NCc3ccc4c(c3)OCO4)nc2c1	0	4	21	-1	0	55*	-180	2	0	-116
O=c1c2ccccc2[nH]c(=S)n1CCCN1CCOCC1	8	-9	-6	-3	1	-3	5	4	-3	-34
O=C(Nc1ccccc1N1CCOCC1)c1ccc2ccccc2c1	1	-5	7	0	1	5	-13	4	-1	-24
O=C(NCCO)c1ccc2c3n(nc2c1)-c1ccc(Cl)cc1CO3	1	nt	20	10	0	3	-158	11	nt	nt

Part of the list above in another layout:
mol | Platelet DG rel | IEC-6 tox | HSF1 inh | GSK3A inh | GSK3beta inhib | HSF1 activator | aSyn 5UTR inh | Dyrk1A ADPGlo | HSP90 refold inh | KLF5 inh
CS(=O)(=O)N(CC(=O)N1CCN(c2ccccc2F)CC1)C1CCCCC1 | 10 | 3 | -3 | -1 | 0 | 8 | 11 | -3 | -2 | -30
NS(=O)(=O)c1ccc(Sc2ccccn2)c([N+](=O)[O-])c1 | -1 | 2 | -2 | -1 | 1 | -1 | -9 | -10 | 1 | -15

New compounds follow:
SMILES	Platelet DG rel	IEC-6 tox	HSF1 inh	GSK3A inh	GSK3beta inhib	HSF1 activator	aSyn 5UTR inh	Dyrk1A ADPGlo	HSP90 refold inh	KLF5 inh
COc1ccc(C2C(C(=O)NCCN(C)C)c3cc(OC)c(OC)cc3C(=O)N2C)cc1OC (stereo not drawn)	-1	-4	-2	1	4	-7	-14	1	1	-18
O=C(c1cccs1)N1CCN(S(=O)(=O)c2cccs2)CC1	-5	-4	-4	-3	2	-6	17	-2	-2	-17
NC1=NC(=O)/C(=C/c2cccc(F)c2)S1	9	1	5	0	0	-13	-21	8	-2	-2
O=C(O)CN(c1ccccn1)S(=O)(=O)c1ccc(Cl)cc1	-2	0	1	-1	0	0	-21	1	3	-15
CCOc1cccc(C(=O)Nc2cc(C)ccc2NC(=O)c2ccco2)c1	-5	1	5	nt	1	-6	-6	nt	2	-22
Cc1ccc(SCC(=O)O/N=C(\N)c2ccc([N+](=O)[O-])cc2)cc1	-13	0	4	-5	1	27	-3	3	1	3
O=C(COc1ccc2ccccc2c1Br)Nc1ncn[nH]1	-1	5	-3	-1	0	6	-68	3	6	-38
CCN(Cc1nc(-c2ccc(C)cc2)no1)C(=O)c1ccco1	-2	-4	7	-1	-2	18	-24	-4	0	-57
COc1cccc(CC2(CO)CCCN(Cc3cn[nH]c3C3CCCCC3)C2)c1 (stereo not drawn)	1	2	-13	-1	3	-8	-14	4	3	-16
Cc1cc(NC(=O)c2ccc([N+](=O)[O-])cc2Cl)ccc1NC(=O)c1ccco1	-5	-6	nt	-3	6	nt	-13	1	-4	0
O=C(NCCCc1ccccc1)C(=O)NCC1OCCN1S(=O)(=O)c1cc(F)ccc1F (stereo not drawn)	2	-7	-7	-4	0	-12	15	-13	-2	-18
O=C(O)CCCC(=O)NCc1c(Cl)cccc1Sc1ccc(Cl)cc1	7	2	-1	-3	3	3	13	0	-1	-28
O=C(C[n+]1cc(Br)cc2ccccc21)c1ccc(Br)cc1	-1	4	4	0	3	7	9	7	-6	-11
COc1cc(-c2cc(C(=O)NCc3ccc(S(N)(=O)=O)cc3)c3ccccc3n2)cc(OC)c1OC	1	-5	-3	-1	3	10	-9	2	4	-25
COc1ccc(Cc2nnc(NC(=O)Nc3ccccc3OC)s2)cc1	6	3	-3	-2	-1	6	0	-6	1	-4
Cc1[nH][nH]c(=O)c1N=Nc1ccc(S(N)(=O)=O)cc1	9	nt	9	59*	-22	28	6	nt	nt	nt
CC(=O)c1sc(NC(=O)CCS(=O)(=O)c2ccccc2)nc1C	-8	-6	6	-1	0	10	-20	7	-3	-58
C/C(=N/N=C1/NC(=O)CC(C(=O)O)S1)c1ccccc1 (stereo not drawn)	1	-5	-7	-4	4	-1	8	-1	6	-18
COc1cc(C2C(=O)N(C3CCCC3)CC(=O)N2Cc2ccco2)ccc1OC(C)C (stereo not drawn)	27	2	-3	2	-1	0	19	2	1	-14
COc1cc(/C=C2\C(=N)N3N=C(S(C)(=O)=O)SC3=NC2=O)ccc1OS(=O)(=O)c1ccc(C)cc1	-6	-11	7	-3	0	21	-4	9	-10	-33
CC(CC(=O)NCCc1ccc(F)cc1)c1ccccc1 (stereo not drawn)	-5	-3	7	0	0	1	-29	nt	-3	-30
O=C(NNC(=S)NC1CCCCC1)c1cccs1	5	3	6	-4	1	1	-23	-1	1	-39
COc1ccc(-c2n[nH]c(C)c2-c2cnn(-c3ccccc3)c2)c(O)c1	0	1	-3	-2	-1	2	9	-1	4	-9
COc1ccc(CSc2nc3ccccc3c(=O)n2CCCN2CCOCC2)cc1F	-6	6	-7	-4	1	-9	-20	nt	2	-12
Cc1ccc(NCC(=O)NNC2=NCCC2)c(C)c1	-2	7	4	-1	1	-7	-1	-4	3	-9
C=CCNC(=O)COc1cc(C)ccc1C	-7	-10	-5	-5	0	-4	11	0	-5	2
S=C(NCCc1ccc(Cl)cc1)NCc1ccco1	5	-2	30	-3	1	46	-24	1	0	-21
C[C@@]12CC(=O)NC1N(C(=O)c1ccccc1)C(c1ccccc1OC(=O)c1ccccc1)C2 (stereo partly drawn)	1	-7	-2	-3	1	27	-14	-3	0	-26
CC(NC(=O)COC(=O)c1ccc(N(C)C)cc1)c1ccccc1 (stereo not drawn)	-1	-10	16	-3	-3	22	-2	2	0	-4
COc1ccc(CN2C3CCC2CC(NC(=O)c2cccc(F)c2)C3)cc1 (stereo not drawn)	12	-9	-5	0	-2	-1	11	10	-2	-42
COc1cc(CN2CCCC(CO)(Cc3cccc(Cl)c3)C2)cc(OC)c1O (stereo not drawn)	-2	1	4	4	0	-3	0	-5	0	-23
COc1ccc(N2CCN(CCCNC(=O)C(=O)c3c(C)n(C)c4ccccc34)CC2)cc1	6	3	-9	-1	-2	10	21	2	1	-5
COC(=O)c1ccsc1NC(=O)CN1CCN(Cc2ccc3c(c2)OCO3)CC1	-1	0	-9	19	-2	-19	14	15	2	5
COC(=O)c1cc(NC2c3ccccc3C(=O)N2CCN2CCOCC2)cc(C(=O)OC)c1 (stereo not drawn)	0	-3	1	-3	-3	5	-11	-9	-2	-10
C=CCc1ccc(OCC(O)CN2CCN(Cc3ccccc3)CC2)c(OC)c1 (stereo not drawn)	-11	-5	-1	-5	0	16	-1	-1	-4	-18
Cc1nn(-c2ccc(F)cc2)c2sc(C(=O)OC3CCOC3=O)cc12 (stereo not drawn)	-8	0	-4	-2	1	3	6	-1	-3	18
O=C(Oc1ccc(-c2csnn2)cc1)C1CC1	-7	1	-1	0	-2	7	-52	nt	-1	-16
COc1ccc(OC)c(N(CC(=O)Nc2cccnc2)S(=O)(=O)c2ccc(OC)c(OC)c2)c1	1	0	1	1	-2	-6	20	-7	2	3
CCn1c(CSc2nc3ccccc3[nH]2)n[nH]c1=S	-1	0	nt	-1	-1	nt	nt	8	-1	-3
O=C(CCCSc1ccccc1)Nc1nc(-c2ccco2)c(-c2ccco2)s1	-19	-6	10	2	1	17	-23	-1	2	-5
Brc1ccccc1-n1nnc(-c2nccs2)n1	-4	-4	21	-2	1	7	-97	nt	14	-127
CC(=O)N1N=C(c2ccccc2)CC1c1ccccc1[N+](=O)[O-] (stereo not drawn)	-4	8	76	-1	-4	109*	-45	-6	2	-12
C=CCN(CC=C)S(=O)(=O)c1ccc(NC(=S)NC(=O)C2CC2)cc1	14	-1	0	1	-17	2	17	3	-1	-11
CCCN(CCC)S(=O)(=O)c1ccc(NC(=O)c2cc(C(=O)OC)cc([N+](=O)[O-])c2)cc1	1	2	-61*	-1	-1	-71	27	-2	0	-30
COc1ccc(-c2c3c(=O)n(C)c(=O)n(C)c3cn2-c2cccc(OC)c2)cc1	5	0	nt	1	-1	nt	-14	nt	2	-23
Cc1ccc(-c2nnc(-c3ccc(NC(=O)Cc4cccs4)cc3)o2)cc1	0	-8	11	-2	4	16	-37	6	4	0
CC(C)CCNC(=O)COc1ccc(C(=O)c2ccccc2)cc1	0	7	1	-4	-1	-5	-9	nt	3	-4
OCCC1CN(Cc2cn[nH]c2C2CCCCC2)CCN1C1CCCC1 (stereo not drawn)	1	1	-3	-1	-1	-2	24	-2	0	-41
O=C1C(Cc2ccccc2)Nc2ncnc(N3CCc4ccccc4C3)c2N1Cc1ccc(Br)cc1 (stereo not drawn)	-2	nt	17	1	-2	37	4	nt	nt	nt
CCCCCNC(=O)N[C@H](C(=O)O)C(C)C	-4	4	0	-1	4	0	-14	0	-3	3

A portion of the library, so the mix of outcomes need not match the whole.
